Screens from PubChem BioAssay.
DUSP3 inh = DUSP3 (human) phosphatase inhibition; 0.52% of 290,000 active; inhibition, % at 13.3 µM; recombinant VHR phosphatase, pNPP absorbance; P51452; in the data active means inhibition above about 50%; further: some compounds called inactive have numbers as strong as hits
Target sequence (P51452 whole entry, looked up): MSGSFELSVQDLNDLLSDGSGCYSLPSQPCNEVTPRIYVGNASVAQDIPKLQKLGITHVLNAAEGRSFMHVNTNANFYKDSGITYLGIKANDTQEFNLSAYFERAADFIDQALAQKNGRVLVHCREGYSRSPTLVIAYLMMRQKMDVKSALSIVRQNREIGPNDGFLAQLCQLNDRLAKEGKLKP
MazEF act = activators of E. coli MazEF toxin-antitoxin RNase | P0AE70 | FAM/BHQ RNA-DNA oligo cleavage fluorescence, 5 h | activation, % at 20 µM | 0.32% of 350,000 active | AID 504720; in the data active means activation above about 50%
Target sequence (P0AE70 whole entry, looked up): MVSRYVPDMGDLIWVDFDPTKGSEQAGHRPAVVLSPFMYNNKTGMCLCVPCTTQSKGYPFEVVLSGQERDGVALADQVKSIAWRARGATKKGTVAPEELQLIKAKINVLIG
PrPC TRFRET = inhibitors of human cell surface prion protein PrPC; TR-FRET read-out; inhibition, % at 13.8 µM; 0.43% of 370,000 active; AID 720596; in the data active means inhibition above about 24%; further: 0% = median of the test wells and 100% = reference compound wells
Anthrax LF inh2 = blocks Bacillus anthracis lethal factor protease. inhibition, % at 10 µM. 0.12% of 360,000 active. multiplex microsphere protease cleavage assay, LF; further: plate controls were buffer without enzyme for full effect and enzyme alone for no effect
Target sequence (P15917 whole entry, looked up): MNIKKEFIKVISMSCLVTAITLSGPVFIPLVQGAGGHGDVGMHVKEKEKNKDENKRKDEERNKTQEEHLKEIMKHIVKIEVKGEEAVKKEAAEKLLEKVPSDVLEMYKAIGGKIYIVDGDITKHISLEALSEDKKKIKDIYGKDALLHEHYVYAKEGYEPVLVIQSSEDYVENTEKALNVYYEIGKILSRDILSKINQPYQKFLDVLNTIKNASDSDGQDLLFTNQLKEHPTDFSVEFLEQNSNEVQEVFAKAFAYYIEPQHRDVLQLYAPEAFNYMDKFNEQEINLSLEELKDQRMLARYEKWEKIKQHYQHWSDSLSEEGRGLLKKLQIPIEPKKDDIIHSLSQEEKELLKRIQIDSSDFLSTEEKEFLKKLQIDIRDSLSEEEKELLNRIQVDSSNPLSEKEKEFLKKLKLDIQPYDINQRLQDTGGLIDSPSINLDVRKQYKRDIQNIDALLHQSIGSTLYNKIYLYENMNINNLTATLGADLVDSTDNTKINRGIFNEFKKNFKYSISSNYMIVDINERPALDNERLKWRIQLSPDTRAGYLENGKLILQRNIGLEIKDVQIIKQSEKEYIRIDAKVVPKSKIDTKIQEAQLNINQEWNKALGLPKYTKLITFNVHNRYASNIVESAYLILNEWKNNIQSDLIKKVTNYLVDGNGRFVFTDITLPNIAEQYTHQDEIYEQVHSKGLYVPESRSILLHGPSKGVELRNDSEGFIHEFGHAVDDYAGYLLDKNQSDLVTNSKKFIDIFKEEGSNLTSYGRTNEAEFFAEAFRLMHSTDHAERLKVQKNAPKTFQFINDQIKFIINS
BoNT F protease = blocks Botulinum neurotoxin F light chain protease. Multiplex microsphere protease cleavage assay, flow cytometry. inhibition, % at 10 µM. 0.22% of 360,000 active; in the data active means inhibition above about 35%, passing the limit was not always enough; inconclusive means no clear call, values can overlap the other calls; further: plate controls were buffer without enzyme for full effect and enzyme alone for no effect
BoNT A protease = inhibitors of Botulinum neurotoxin A light chain protease; multiplex microsphere protease substrate cleavage, flow cytometry; inhibition, % at 10 µM; 0.17% of 360,000 active; further: plate controls were buffer without enzyme for full effect and enzyme alone for no effect
CCHF vOTU inh = blocks the CCHF virus ovarian tumor domain protease | CCHFV vOTU protease, Pep-AMC fluorescence | inhibition, % at 11.5 µM | 0.55% of 370,000 active; in the data active means inhibition above about 30%; further: 0% = vehicle wells with enzyme and 100% = no enzyme wells
Rv3671c inh = Rv3671c (M. tuberculosis) protease inhibition; P9WHR9; inhibition, % at 5.96 µM; 0.048% of 320,000 active; in the data active means inhibition above about 38%;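 further: extracellular domain of Rv3671c used as enzyme; 0% = enzyme with DMSO and 100% = no enzyme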
3CLpro inhibitor = SARS-CoV 3CLpro protease inhibition. AID 1706. inhibition, % at 6 µM. recombinant SARS-CoV 3CLpro, quenched FRET peptide cleavage. P0C6X7. 0.14% of 290,000 active; in the data active means inhibition above about 12%
PriA SSB inh = K. pneumoniae PriA-SSBct interaction inhibition; inhibition, % at 33 µM; 0.6% of 430,000 active; AlphaScreen SSBct-PriA binding, biotinylated peptide; in the data active means inhibition mostly above about 37%, no sharp cut-off; inactive means mostly below about 20%;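 further: plate controls were negative control peptide for no effect and reference peptide for full effect; strong numbers were not always called active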
* hit, by the source's call; u = inconclusive; x = no result given; & = joins results of further samples. Unless noted, no stated cut-off is given here; in the data, active means inhibition above about 30%; inconclusive means no clear call, values can overlap the other calls; inactive means below that.

SMILES	DUSP3 inh	MazEF act	PrPC TRFRET	Anthrax LF inh2	BoNT F protease	BoNT A protease	CCHF vOTU inh	Rv3671c inh	3CLpro inhibitor	PriA SSB inh
O=C(c1ccc([N+](=O)[O-])s1)N1CCCc2ccccc21	-4	5	-32	-4	-8	-2.3	11	10	-1	18
O=C1CCN(C(=O)c2cccs2)c2ccccc21	34	8	-2	0	-1	0.0	-8	14	-3	-8
Cc1ccccc1-c1nnc(SCC(=O)N(C)C2CCS(=O)(=O)C2)n1C (centres undefined)	x	8	1	-10	-9	0.0	11	-5	x	-5
C=Cn1c(C(=O)O)cc(CC)c1-c1ccccc1	1	-4	1	-3	9	0.4	2	-3	-3	-10
Cc1cccc(NC(=O)CSc2nnc([C@@H]3CCCN3C(=O)OC(C)(C)C)o2)c1C	15	1	2	-2	-1	0.0	19	6	1	-13
CCOC(=O)c1c(NC(=O)Cn2ccsc2=N)sc(C)c1C	22	-18	7	-10	-5	0.5	12	6	3	-4
CCOC(=O)N1CCN(C(=O)c2ccc(CN(c3ccc(C)c(C)c3)S(C)(=O)=O)cc2)CC1	32	-4	17	0	-4	-0.2	-4	6	-2	0
CC(=O)C1=CCC(c2cccs2)N(S(=O)(=O)c2ccc(C)cc2)C1 (centres undefined)	x	x	5	5	-8	0.4	-4	x	x	x
CCN(CC)C(=O)C1=C(C)N(CCCN2CCCC2=O)C(=O)C(CC(=O)NC2CCCCC2)C1 (centres undefined)	x	-9	-6	-6	-6	-0.7	-8	x	x	x
COc1ccc(CN2CCCC(C(=O)N3CCCCC3)C2)c(OC)c1 (centres undefined)	16	3	x	-17	2	-0.5	x	2	2	-5
COC(=O)CCCN1C(=O)NC(c2ccc(-c3ccccc3)cc2)C(C(=O)OCc2ccccc2)=C1C (centres undefined)	x	-3	-14	-5	-4	-0.1	-4	x	x	-10
CC(=O)N(C)c1nnc(-c2cnccn2)s1	31	4	-12	1	2	0.0	-1	-4	-4	-8
Cc1cccc(-c2nnc(SCCC(=O)N3CCOCC3)o2)c1	2	-5	4	0	34	2.6	-13	-9	2	-10
CSc1nc2ccccc2n1CC(=O)N1CCCCC1	4	3	-2	x	x	x	-10	8	5	-5
O=C(COC(=O)Cn1cnc2ccccc2c1=O)NCC12CC3CC(CC(C3)C1)C2	17	0	2	-2	-2	0.2	2	-13	-5	-21
COc1cccc(C(O)c2nc(/C=C/c3ccccc3)cs2)c1 (centres undefined)	x	x	1	0	2	0.4	3	x	x	x
CCOC(=O)c1sc2nc(C)n(N)c(=O)c2c1C	30	-1	10	-3	-4	-0.9	-1	4	-1	-6
C/C(=N\NC(=O)c1cc(C2CC2)nc2ccccc12)c1ccc(C)s1	-10	2	5	-2	-19	-1.0	7	1	4	x
Nc1ccc(C(=O)OCC(=O)NC2CC2)cc1[N+](=O)[O-]	14	2	-8	3	2	-1.7	1	8	3	-14
CC(C)c1ccccc1NC(=S)NCCCn1ccnc1	-2	8	-2	2	0	-0.8	11	2	1	2
CC(=O)Nc1nonc1NC(=O)CSc1nc2ccccc2o1	-1	0	2	-2	0	0.4	9	4	2	0
CSc1ccccc1C(=O)Nc1cccc(C)c1	-12	1	1	-4	11	u	0	2	2	-14
CC(C)CN1CCC(CNC(=O)CCc2nnc(Cc3c[nH]c4ccccc34)o2)CC1	10	-10	-3	-5	0	1.6	6	7	0	-12
Cc1ccc(-c2csc3ncnc(SCC(=O)c4ccc5c(c4)OCCO5)c23)cc1	-3	-7	0	1	16	u	-1	-8	0	0&0&-10
COc1cc(Cl)c(S(=O)(=O)NCCN2CCOCC2)cc1Cl	10	-5	-7	2	-3	0.4	-18	-5	0	-7
CC(C)NC(=O)CN1CCN(Cc2nc(C(c3ccccc3)c3ccccc3)no2)CC1	21	8	-3	1	-4	-0.2	-5	10	3	-7
COc1cc(Cl)ccc1NC(=S)N(CCCN1CCOCC1)Cc1cn(C)c2ccccc12	13	2	-2	-4	-10	-2.3	9	2	4	30
Cc1ccc(-c2nnc(Nc3ccc(OCC(N)=O)cc3)c3ccccc23)cc1S(N)(=O)=O	2	-9	-12	13	-29	-1.0	17	7	-2	0
CC(=O)N1CCc2cc(S(=O)(=O)NCCC(=O)NCCc3ccc(Cl)cc3)ccc21	1	1	16	2	7	-0.6	-7	-2	1	-5
O=C(CSc1nc(=O)n2ccccc2n1)N1CCCc2ccccc21	x	3	1	2	-4	-2.2	-3	-1	x	9
Cc1ccc(CC(=O)NNC(=O)c2ccncc2)cc1C	x	-1	-8	x	x	x	-1	-1	x	4
Cc1ccc(N=Cc2c(O)cc(C)oc2=O)c(C)c1	14	-21	-1	-8	6	0.4	-10	3	1	-2
CCc1ccc([C@@H]2C[C@H]3[C@@H](CN2S(=O)(=O)c2ccc(C)cc2)C(=O)C[C@@H](c2ccccc2F)N3S(=O)(=O)c2ccc(C)cc2)cc1	x	-7	7	-4	-4	-0.2	16	x	x	x
O=C(Nc1ccc(O)c(C(=O)O)c1)Oc1ccccc1	23	-2	1	-9	u	-6.1	-26	-5	2	-3
O=C(NCCc1ccc(Cl)cc1)C1CCN(S(=O)(=O)N2CCC3(CC2)OCCO3)CC1	16	-1	2	-2	-12	2.5	10	0	-2	-6
O=C1NC[C@H](CCCCN2CCN(Cc3ccccc3)C(=O)C2=O)N(Cc2ccccc2)C1=O	x	x	2	-11	0	0.3	18	x	x	x
CCOC(=O)c1oc2cc(OCC(N)=O)ccc2c(=O)c1-c1ccc(OC)c(OC)c1	-5	11	-3	-3	-10	-1.0	-6	0	1	-17&-7
C=CCNC(=S)NNC(=O)c1ccccc1	5	-2	4	1	9	-0.7	-6	2	-6	-6
Cc1nc(C(=O)N2CCc3c([nH]c4ccccc34)C2c2cc(F)ccc2F)cs1 (centres undefined)	4	-19	2	-3	-1	0.0	-14	-4	4	6
O=C(c1cc2sccc2n1Cc1ccccc1)N1CCN(c2nc3ccccc3s2)CC1	19	-17	9	-4	14	0.3	17	-8	0	7
COc1ccc(C(C#N)CC(=O)c2ccc3c(c2)OCO3)cc1OC (centres undefined)	x	0	6	-2	0	0.2	-2	x	x	x
COc1ccc(CNC(=O)CCc2c(C)nc3cc(-c4ccccc4OC)nn3c2C)cc1	10	11	3	1	-3	1.4	-3	-1	2	-13
COc1ccccc1CCNS(=O)(=O)c1c(C)n(C)c(=O)n(C)c1=O	5	-18	-5	-4	0	1.2	1	-3	1	-3&2
CC1=NN(C(C#N)c2ccccc2)C(C)(C)C1 (centres undefined)	-6	1	-3	-1	1	0.0	-1	-1	2	-26
CCn1cc(/C=C(\NC(=O)c2ccccc2F)C(=O)N2CCN(C)CC2)c2ccccc21	x	-1	-7	0	-3	0.0	7	x	x	x
Nc1n[nH]c(CO)n1	17	8	3	-10	-6	0.5	-10	x	6	-6&-3
Cn1c(Cc2ccccc2)nnc1SCC(=O)Nc1cccc(S(=O)(=O)NC2=NCCCCC2)c1	0	6	-7	-3	0	-2.2	5	2	0	-16
CCN(CC(=O)NCc1cccs1)C(=O)c1cc(S(=O)(=O)N2CCCCC2)ccc1Cl	x	-3	9	2	-6	-2.9	-5	2	x	4
Cc1ccc(NS(=O)(=O)c2cccc(C(=O)N3CCCC(C)C3)c2)cc1 (centres undefined)	x	-5	2	-2	2	4.4	1	5	x	2
COc1cc2c(cc1OC)CN(C(=S)NC(=O)c1ccccc1)CC2	29	-16	14	-2	-6	-1.1	15	4	2	3&-4
CCCCN(CCCC)C1=Nc2ccccc2N/C1=C(/C#N)C(=O)OCC	21	-4	-14	40*	34	65*	0	-9	-2	x
CCn1nc(C)c(CN2CCC(C(=O)Nc3cccc(-c4cccc(F)c4)c3)CC2)c1C	21	4	-12	-4	3	-0.5	10	-5	-1	-7
CC(C)(O)C#Cc1ccc(CN2CCN(C3CCCCC3)C(CCO)C2)cc1 (centres undefined)	35	1	-4	-1	-4	-1.0	5	-3	5	-10
O=C(/C=C/c1ccc([N+](=O)[O-])s1)N1CCCC1	19	13	-40	-5	5	0.7	14	-2	1	-15
Cc1ccc([C@H]2N[C@]3(CCCN(Cc4ccc(Cl)cc4)C3=O)[C@H]3C(=O)N(C)C(=O)[C@@H]23)cc1	x	4	-3	-2	-1	-0.6	-8	x	x	x
COc1ccccc1C(=O)N/C(=C\c1cn(C)c2ccccc12)C(=O)N1CCOCC1	1	6	1	0	-2	-0.8	5	-8	-5	10
CC(C)(C(N)=O)c1ccccc1	32	11	7	-4	u	1.7	6	5	2	-12
Cc1c(NC(=O)Nc2ccccc2[N+](=O)[O-])c(=O)n(-c2ccccc2)n1C	-8	3	-10	-15	-18	-0.8	5	-2	6	-14
CCOC(=O)c1[nH]c(C)c(C(=O)NCCCOC(C)C)c1C	6	-2	-8	-1	-5	-3.7	-2	-2	-1	-14
O=C(c1noc2c1CCc1ccccc1-2)N1CCCc2ccccc21	8	0	6	-1	-7	0.4	14	-11	-6	-17

Structural class, the compounds so far with a nitro group on carbon.
SMILES	DUSP3 inh	MazEF act	PrPC TRFRET	Anthrax LF inh2	BoNT F protease	BoNT A protease	CCHF vOTU inh	Rv3671c inh	3CLpro inhibitor	PriA SSB inh
O=C(c1ccc([N+](=O)[O-])s1)N1CCCc2ccccc21	-4	5	-32	-4	-8	-2.3	11	10	-1	18
Nc1ccc(C(=O)OCC(=O)NC2CC2)cc1[N+](=O)[O-]	14	2	-8	3	2	-1.7	1	8	3	-14
O=C(/C=C/c1ccc([N+](=O)[O-])s1)N1CCCC1	19	13	-40	-5	5	0.7	14	-2	1	-15
Cc1c(NC(=O)Nc2ccccc2[N+](=O)[O-])c(=O)n(-c2ccccc2)n1C	-8	3	-10	-15	-18	-0.8	5	-2	6	-14

Three structures from above, arranged by molecular weight, high to low.
SMILES	DUSP3 inh	MazEF act	PrPC TRFRET	Anthrax LF inh2	BoNT F protease	BoNT A protease	CCHF vOTU inh	Rv3671c inh	3CLpro inhibitor	PriA SSB inh
COc1ccc(CNC(=O)CCc2c(C)nc3cc(-c4ccccc4OC)nn3c2C)cc1	10	11	3	1	-3	1.4	-3	-1	2	-13
CCn1nc(C)c(CN2CCC(C(=O)Nc3cccc(-c4cccc(F)c4)c3)CC2)c1C	21	4	-12	-4	3	-0.5	10	-5	-1	-7
COc1ccc(C(C#N)CC(=O)c2ccc3c(c2)OCO3)cc1OC (centres undefined)	x	0	6	-2	0	0.2	-2	x	x	x

More records
SMILES	DUSP3 inh	MazEF act	PrPC TRFRET	Anthrax LF inh2	BoNT F protease	BoNT A protease	CCHF vOTU inh	Rv3671c inh	3CLpro inhibitor	PriA SSB inh
Cc1cccc(COCC(CC(C)C)N2CCN(C(=O)c3ccc(C(C)(C)C)cc3)CCC2=O)c1 (centres undefined)	9	4	1	1	-1	0.1	26	2	4	3
Cc1cc(COc2ccccc2OCc2cc(C)no2)on1	9	3	8	-3	2	0.3	3	-1	-1	-14
CCSc1ccccc1C(=O)n1nnc2ccccc21	-10	5	x	-3	-8	-0.5	x	-5	-8	-17
COc1cc(C=O)ccc1OCc1cn(CC(=O)c2ccc(O)cc2)nn1	x	5	-4	-2	-1	-0.4	11	x	x	-2
COC(=O)CCC(C)N1CCC(Oc2ccc(C(=O)NCc3ccccn3)cc2)CC1 (centres undefined)	13	7	6	3	-9	-0.2	1	x	-3	-2
COC(=O)N1N=C(c2ccc(Br)cc2)CC1(O)C(F)(F)F (centres undefined)	5	2	-4	-2	-9	-0.5	-21	-9	-3	-12
CCOC(=O)N1CCN(c2ccc(C(=O)c3ccccc3)cc2F)CC1	36	12	16	4	0	0.9	10	-1	4	-27
COc1cccc(/C(O)=C2/C(=O)C(=O)N(Cc3cccnc3)C2c2ccco2)c1 (centres undefined)	29	0	-2	-1	-10	0.1	0	-2	-2	x
Cc1c(C(=O)OC2CCCCC2)sc2nc[nH]c(=O)c12	8	-2	4	-4	-3	0.7	-10	-9	4	-10
CS(=O)(=O)c1ccc2nc(NC(=O)c3ccccc3Cl)sc2c1	39	-28	6	8	-12	-4.8	-2	x	3	-7
O=C(CSc1n[nH]c(=O)n1Cc1ccco1)Nc1ccccc1Cl	13	-1	10	x	x	x	-6	-6	4	0
CC1(c2ccccc2)NC(=O)N(CCOc2ccccc2)C1=O (centres undefined)	2	2	-4	-4	-10	0.4	-11	2	5	-10
CCN(CC)S(=O)(=O)c1ccc(NC(=O)CCN2C(=O)C3CC=CCC3C2=O)cc1 (centres undefined)	x	-6	-3	2	5	-4.7	-4	4	x	-7

Some of the compounds tested (hit frequency here may not be typical).
